Source: PubChem (National Center for Advancing Translational Sciences (NCATS))
12-LOX inh: Primary qHTS assay for inhibitors of human arachidonate 12S-lipoxygenase (ALOX12): Round 2 | AID 1671190, 2021 | purified 12hLO, xylenol orange hydroperoxide absorbance | Polyunsaturated fatty acid lipoxygenase ALOX12 (Homo sapiens), P18054 | Potency, µM (doses to about 108 µM), without a hit: top-dose activity change, negative = inhibition, most hits filed as inhibitors | 580,000 tested, 1.1% active; note: potency is the fitted concentration of half-maximal effect; % is set by controls: 0 for no effect and ±100 for the full control effect
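Purified human 12hLO (150 nM final) in 25 mM Hepes, 0.01% Triton X-100, pH 7.0 was preincubated 15 min at room temperature with compound. Then 40 uM arachidonic acid was added, 30 min. Hydroperoxide was read by Fe-XO absorbance ratio 573/405 nm.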
ERG Ets-DNA blk: qHTS for Small Molecule Inhibitors of the ERG Ets/DNA interaction | Transcriptional regulator ERG (Homo sapiens), P11308 | fluorescence polarization, His-ERG Ets domain / labelled DNA | Potency, µM (top dose mostly 76.9 µM), for the others: at the top dose FP activity, negative = inhibition, usual class: inhibitors | 370,000 tested, 0.028% active; active = well fitted inhibition curve with a large enough effect in the polarisation, with a control signal flat; inconclusive = small, poorly fitted or top-dose-only effect, or effect the other way, or a change in a side signal; inactive = no such curve, though single readings can be large or run the other way; the % refers to the polarisation;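 note: polarization taken with two DNA probes labelled with fluorescein and Texas red; potency is the fitted concentration of half-maximal effect; % of control where 0% means no effect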
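His-tagged ERG Ets domain (1 uM in the protein solution; 300mM KCl, 50mM Tris-HCl, 1mM EDTA, 1mM DTT, pH 7.5) received compound, then a probe mix of 5 nM fluorescein-DNA and 100nM Texas-615-DNA. Fluorescence polarization was read for both dyes.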
BAZ2B block: qHTS Assay for Inhibitors of BAZ2B; AlphaScreen BAZ2B-H3K14Ac peptide displacement; 360,000 tested, 4.4% active; Bromodomain adjacent to zinc finger domain protein 2B (Homo sapiens), Q9UIF8; Potency, µM (highest dose often 114 µM), without a hit: at the top dose activity change, negative = inhibition, usual class: inhibitors; note: potency is the fitted concentration of half-maximal effect; % is set by controls: 0 for no effect and ±100 for the full control effect; nearly all actives have a fitted effect of over 60% in size
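Complex of BAZ2B and biotin-H3K14Ac (50 nM apiece) forms over 30 min at RT, then faces library compounds up to 110 uM for another 30 min; AlphaScreen beads added, 20 min dark incubation, luminescence read.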
G9a inh: qHTS Assay for Inhibitors of Histone Lysine Methyltransferase G9a | 350,000 tested, 8.8% active | AID 504332, 2011 | Potency, µM (doses to about 102 µM), without a hit: at the highest dose activity, negative = inhibition, most hits filed as inhibitors | G9a H3K9 monomethylation, AlphaScreen, 2 h | Histone-lysine N-methyltransferase EHMT2 (Homo sapiens), Q96KQ7; note: potency is the fitted concentration of half-maximal effect; % is set by controls: 0 for no effect and ±100 for the full control effect; nearly all actives have a fitted effect of over 75% in size
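G9a (20 nM) preincubated 15 min RT with compounds, then 500 nM biotinylated H3K9 peptide and 20 uM SAM added; 2 h RT reaction. Monomethyl-H3K9 product detected by AlphaScreen with anti-H3K9me1 antibody, streptavidin donor and anti-rabbit IgG acceptor beads.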
PI4K2A block: qHTS for small molecular inhibitors of PI4K2A; AID 1346378, 2018; activity change, negative = inhibition, % at 76.9 µM; 420,000 tested, 0.13% active; Phosphatidylinositol 4-kinase type 2-alpha (Homo sapiens), Q9BTU6; purified PI4K2A, ADP-Glo luminescence, 1 h; stronger effect = lower value; in the data active = activity change below about -50%; inconclusive = mostly about -30% to -49%;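 note: -100% = wells without enzyme as full effect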
Target sequence (Q9BTU6 whole entry, looked up): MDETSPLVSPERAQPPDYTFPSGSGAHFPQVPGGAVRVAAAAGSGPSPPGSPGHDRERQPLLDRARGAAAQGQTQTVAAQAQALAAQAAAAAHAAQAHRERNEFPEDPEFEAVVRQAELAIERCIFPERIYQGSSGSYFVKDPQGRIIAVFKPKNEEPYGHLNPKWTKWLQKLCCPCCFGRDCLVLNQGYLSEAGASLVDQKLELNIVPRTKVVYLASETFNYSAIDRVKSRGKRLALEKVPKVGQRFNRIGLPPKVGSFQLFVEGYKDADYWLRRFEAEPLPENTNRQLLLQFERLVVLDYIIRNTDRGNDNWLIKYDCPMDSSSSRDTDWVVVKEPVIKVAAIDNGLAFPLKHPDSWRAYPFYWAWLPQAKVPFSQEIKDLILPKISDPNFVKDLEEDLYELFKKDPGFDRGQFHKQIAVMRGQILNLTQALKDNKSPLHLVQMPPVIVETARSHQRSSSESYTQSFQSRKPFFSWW
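Compounds are screened against recombinant PI4K2A using PI as substrate and ATP, the latter dispensed at 300 microM. Reactions run one hour at ambient temperature before ADP-Glo detection; full inhibition defined by wells lacking enzyme.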
HP1b binding inh: HTS for Inhibitors of HP1-beta Chromodomain Interactions with Methylated Histone Tails; Chromobox protein homolog 1 (Homo sapiens), P83916; 390,000 tested, 0.56% active; AlphaScreen HP1-beta / biotin-H3K9me3 peptide binding; AID 540317, 2011; Potency, µM (titrated, usually from 114 µM), without a hit: top-dose activity change, negative = inhibition, hits mostly inhibitors; note: potency is the fitted concentration of half-maximal effect; nearly all actives have a fitted effect of over 70% in size; inactives centre near 23
Target sequence (P83916 whole entry, looked up): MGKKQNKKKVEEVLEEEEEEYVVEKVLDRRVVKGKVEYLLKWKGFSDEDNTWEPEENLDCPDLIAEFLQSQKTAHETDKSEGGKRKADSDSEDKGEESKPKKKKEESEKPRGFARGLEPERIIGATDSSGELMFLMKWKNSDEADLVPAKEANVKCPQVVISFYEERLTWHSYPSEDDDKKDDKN
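Compound inhibition of the preformed complex between 50 nM HP1-beta and 50 nM biotinylated H3K9me3 peptide was read by AlphaScreen. Buffer was PBS pH 7.4 with 0.01% Tween-20. Incubations ran 30 min at room temperature, with 10 ug/mL donor/acceptor beads.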
RGS4 inhibitor: Inhibitors of Regulator of G Protein Signaling (RGS) 4: qHTS; Transcreener GDP fluorescence polarization, RGS4-accelerated GTP hydrolysis; Potency, µM (doses to about 114 µM), for the others: top-dose activity change, negative = inhibition, usual class: inhibitors; 390,000 tested, 0.039% active; AID 504845, 2011; note: potency is the fitted concentration of half-maximal effect; % is set by controls: 0 for no effect and ±100 for the full control effect; nearly all actives have a fitted effect of over 75% in size; some results filed as inactive show a strong effect at the top dose
Target sequence (P49798 whole entry, looked up): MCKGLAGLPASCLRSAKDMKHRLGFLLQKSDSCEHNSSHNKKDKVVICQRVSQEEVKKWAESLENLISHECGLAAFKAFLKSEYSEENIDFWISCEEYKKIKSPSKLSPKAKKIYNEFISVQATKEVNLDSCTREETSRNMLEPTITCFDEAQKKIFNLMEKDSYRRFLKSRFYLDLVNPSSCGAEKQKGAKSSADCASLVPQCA
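MLSMR compounds (23 nl, pin-transferred) preincubated 10 min at room temperature with a 500nM (2x) first reagent, then RGS4 at 900nM (2x) plus Transcreener GDP mix added; fluorescence polarization (620/688 nm) read before and after 90 min at 30 °C.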
GLS inhibitor: qHTS for Inhibitors of Glutaminase (GLS); GLS enzymatic activity, qHTS titration; Potency, µM (series often up to 45.5 µM), without a hit: top-dose activity change, negative = inhibition, hits mostly inhibitors; AID 624170, 2012; 410,000 tested, 0.21% active; Glutaminase kidney isoform, mitochondrial (Homo sapiens), O94925; note: potency is the fitted concentration of half-maximal effect; % is set by controls: 0 for no effect and ±100 for the full control effect
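Compounds were pin-transferred onto hKGA, after which L-glutamine (1 mM solution) and a detection mix of glutamate oxidase, HRP and Amplex Red were added. Initial and 30 min RT fluorescence reads were collected.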
JMJD2A Tudor inh: qHTS Assay for Inhibitors of JMJD2A-Tudor Domain; Potency, µM (highest dose often 114 µM), inactives show top-dose activity change, negative = inhibition, actives largely listed as inhibitors; 390,000 tested, 4.4% active; AlphaScreen JMJD2A-Tudor / H3K4me3 peptide binding; Lysine-specific demethylase 4A (Homo sapiens), O75164; note: potency is the fitted concentration of half-maximal effect; % is set by controls: 0 for no effect and ±100 for the full control effect; nearly all actives have a fitted effect of over 50% in size
Active calls of the source: *; ? = inconclusive; / = no result given; [ ] = remark or other dose. Unless noted, calls come from the whole dose curve; as a rule, active = well fitted curve in the direction sought with a large enough effect; inconclusive = small, poorly fitted or top-dose-only effect, or another doubt; inactive = no such curve, though single readings can be large; an effect the other way counts as inactive or inconclusive. The list is partial (hit frequency here may not be typical).

mol | ERG Ets-DNA blk | G9a inh | PI4K2A block | HP1b binding inh | JMJD2A Tudor inh | BAZ2B block | 12-LOX inh | GLS inhibitor | RGS4 inhibitor
O=C(COC(=O)CCOc1ccccc1)Nc1cc(S(=O)(=O)N2CCCCC2)ccc1Cl | -5% | 5%[2.33 µM] | 2 | 13% | -12% | 9% | -29% | 7% | -1%
COc1ccc2nc3oc(C(=O)N4CCN(c5cccc(Cl)c5)CC4)cc3cc2c1 | 0% | ? | -7 | 16% | 5% | -17% | 21% | 11% | -16%
N#Cc1cc(C(=O)c2cc(Br)ccc2O)cn(C2CC2)c1=O | 3% | 3%[59 µM] | 4 | -3% | -20% | ? | 8% | 15% | -5%
CCCCN(Cc1cc2cc(OC)ccc2[nH]c1=O)C(=O)c1ccccn1 | -11% | ? | -4 | -10% | -12% | -24% | ? | -7% | -26%
C/C(=N/NC(=O)CNC(=O)c1ccco1)c1ccc(Cl)cc1 | ? | 2% | -3 | 17% | -15% | -23% | 3% | -1% | -13%
O=C(NC(=O)c1cccc(F)c1)OC[C@@H]1CCCN2CCCC[C@H]12 | -2% | 3% | 0 | 47%[activator] | -12% | 12% | 1% | -22% | 20%
Cc1cc(O)cc(O)c1C(=O)Cc1cscn1 | -1% | -46% | -2 | 13% | -8% | -30% | 0% | 20% | -40%
Cc1nn(C)c(-c2n[nH]c(=S)n2Cc2ccco2)c1Cl | -6% | 6.3µM* | -2 | 11% | 22µM* | -11% | ? | 12% | -10%
CCOc1ccc(Br)cc1S(=O)(=O)N1CCSC1 | -20% | / | 0 | 57%[activator] | 3% | 11% | 15% | 3% | -33%
Cc1n[nH]c(=S)n(NC(=O)CC(=O)Nn2c(=S)[nH]nc(C)c2=O)c1=O | 13% | 0% | 5 | 42%[activator] | 79µM* | 40µM* | 9% | ? | -14%
COc1ccccc1-c1nc(C#N)c(N2CCC(C(N)=O)CC2)o1 | -5% | -6% | 1 | 9% | -14% | -1% | 0% | -7% | -1%
CCN1CCc2c(OCc3ccc(C(=O)OC)o3)cccc2C1=O | 5% | -1% | 0 | 45%[activator] | -3% | 3% | -15% | 6% | -14%
O=C(COc1cccnc1[N+](=O)[O-])Nc1c(Cl)cccc1Cl | 1% | / | 0 | 11%[57 µM] | -16% | / | -10% | -14% | 5%
CCC(C)NC(=O)c1cc(-c2cccs2)nc2ccccc12 (stereo unspecified) | -3% | 21% | 4 | 70%[activator] | -9% | -1% | ? | 12% | 7%[56.9 µM]
CN(C)C=Nc1nc2ccccc2nc1N1CCCC1 | 3% | 45µM* | -17 | 88%[activator] | 12% | 0% | 1% | -13% | -27%
O=C(CSc1nnnn1-c1ccccc1)Nc1ccc(N2CCOCC2)cc1 | -3% | ? | 4 | -12% | -8% | -16% | -7% | 12% | -7%
CCOC(=O)C1CCN(C(=O)c2ccc(Br)o2)CC1 | -1% | -51%[12.7 µM] | 1 | 43% | -4% | -7% | -9% | -3% | -26%
O=C(CCC(=O)Nc1ccc(F)cc1)N/N=C/c1ccc(O)cc1 | 9% | -4% | 1 | ? | 1% | 6% | -2% | -17% | 31%
CCCCCCCc1n[nH]c(=S)n1Cc1ccccc1 | 7% | / | -1 | 28% | ? | -3% | ? | 74%[activator] | -22%
CCOC(=O)c1ccccc1NC1OC(=O)c2ccccc21 (stereo unspecified) | 1% | 4%[59 µM] | 6 | 24% | 3% | 1% | 0% | 6% | 28%
C/C(=N\S(=O)(=O)c1ccc(C)cc1)NC(=S)Nc1ccccc1 | -1% | -33% | 9 | 10% | -3% | / | -18% | -2% | -25%
CCCCn1c(N)c(N(CCOC)C(=O)CSc2nnc(-c3ccncc3)n2CCC)c(=O)[nH]c1=O | 6% | 11%[0.501 µM] | -1 | -1% | -7% | -6% | -12% | -3% | -2%
COc1cccc(N2C(=NC(=O)C3CCCO3)SC3CS(=O)(=O)CC32)c1 (stereo unspecified) | 11% | 12% | -3 | 55%[activator] | -6% | 23% | -5% | -5% | -11%
Cc1cc(C)cc(-n2nnc(-c3nc(-c4ccc5c(c4)OCO5)no3)c2C)c1 | -4% | 8%[59 µM] | -2 | 8% | -7% | 5% | -15% | 2% | -10%
Cc1cc(N2CCC(C(=O)Nc3ccc(Cl)cc3)CC2)n2nc(C)c(-c3ccc(Cl)cc3)c2n1 | 3% | -6%[59 µM] | 2 | 17% | -8% | -4% | -11% | 2% | 19%
CC1CCC(NC(=O)C2CCN(C(=O)Nc3ccccc3)CC2)CC1 (stereo unspecified) | 9% | 17%[2.33 µM] | 0 | -4% | -11% | 6% | -8% | 10% | -26%
CCN1CCN(Cc2nc3cc(NC(=O)c4ccccc4[N+](=O)[O-])ccc3n2CC)CC1 | -8% | -8%[59 µM] | 6 | 26% | -1% | -15% | -8% | 2% | 3%
O=c1cc2c(nn1Cc1cccc(Cl)c1)-c1ccccc1CC2 | 8% | 6%[12.7 µM] | -1 | 124%[activator] | 12% | 0% | -23% | 0% | -24%
Cc1cc(=O)oc2cc(OCCSc3nnc(-c4ccccc4)o3)ccc12 | -3% | -27%[59 µM] | -20 | 9% | -16% | -4% | -6% | 4% | -12%
O=c1[nH]cnc2sc(-c3ccccc3)cc12 | / | 9%[59 µM] | -3 | 13% | -18% | 10% | -10% | 8% | -1%
CCCCN(C)CCCNC(=O)C1CC(=O)N(Cc2ccc(OC)cc2)C1 (stereo unspecified) | -14% | -5%[59 µM] | 6 | 22% | -11% | 7% | 8% | 1% | -5%
O=C(O)CSc1nc2ccccc2n1C1CCCCC1 | 1% | -15% | 0 | 34%[activator] | -11% | -16% | -2% | 3% | 7%
Cn1c(SCC2CCCCC2)nnc1-c1ccncc1 | 4% | -5%[12.7 µM] | 2 | 17% | -29% | 9% | -3% | -9% | -6%
CS(=O)(=O)c1ccc(-c2nnc(NC(=O)c3ccc(S(=O)(=O)N4CCCC4)cc3)o2)cc1 | -13% | 6%[2.33 µM] | -2 | 43%[activator] | -25% | ? | 44%[activator] | 0% | -4%
CCOC(=O)CCC(NC(=O)c1ccc(NCN2C(=O)c3ccccc3C2=O)cc1)C(=O)OCC (stereo unspecified) | -17% | 27%[59 µM] | 2 | 9% | -6% | 5% | -4% | 6% | 14%
CCOc1ccc(-c2nnc(NC(=O)CCCOc3cccc(C)c3)o2)cc1 | 2% | -24% | -1 | 37% | 18% | 2% | 2% | -1% | -8%
O=C(Cn1cnc2c(cnn2-c2ccccc2)c1=O)OCc1ccccc1 | -3% | 14%[59 µM] | -2 | 31%[activator] | 0% | 12% | -6% | 3% | -14%
Cc1cc(C)n(CC(=O)NNC(=O)C2CC(=O)N(Cc3ccccc3Cl)C2)n1 (stereo unspecified) | 0% | 45µM* | -1 | 36% | -4% | -1% | 0% | 4% | -4%
COc1ccc(C(=O)Nn2c(SCC(=O)c3ccccc3)nc3ccccc3c2=O)cc1 | -4% | 1%[59 µM] | -7 | -4% | -13% | 4% | -8% | 4% | 16%
CS/C(=C\[N+](=O)[O-])Nc1ccc(C)cc1 | -4% | -43% | -2 | 15% | -15% | -13% | -14% | 5% | -7%
O=C(C[C@@H]1C/C=C\CCC(=O)OC[C@@H]2CCCN2C1=O)N[C@H](CO)Cc1ccccc1 | -10% | / | -1 | 35% | -11% | / | 5% | 1% | -20%
O=C(Nc1nnc(SCC(=O)N2CCCCC2)s1)C1CCCCC1 | 4% | 4µM* | 7 | 14% | -33% | -1% | ? | 6% | -12%
Cc1ccc2c(Cl)c(C(=O)NCc3cccnc3)sc2c1 | 1% | 2%[59 µM] | 5 | 19% | -14% | 4% | -5% | 2% | 10%
Cc1cc(C(=O)CNCc2ccco2)c(C)n1-c1ccc(F)cc1 | / | 22µM* | -2 | ? | 3.2µM* | 56µM* | ? | 2% | 13%
COc1ccccc1NC(=O)N1CCC(C(=O)c2ccc(Cl)cc2)CC1 | 5% | -18% | -8 | -9% | ? | -1% | 1% | 17% | 2%
COCCNC(=O)c1ccccc1-c1ccccc1C(=O)O | -1% | -5%[59 µM] | 8 | 10% | -1% | 2% | ? | 9% | 15%

Looked up by structure from the entries so far (two):
mol | ERG Ets-DNA blk | G9a inh | PI4K2A block | HP1b binding inh | JMJD2A Tudor inh | BAZ2B block | 12-LOX inh | GLS inhibitor | RGS4 inhibitor
COc1ccccc1-c1nc(C#N)c(N2CCC(C(N)=O)CC2)o1 | -5% | -6% | 1 | 9% | -14% | -1% | 0% | -7% | -1%
CS/C(=C\[N+](=O)[O-])Nc1ccc(C)cc1 | -4% | -43% | -2 | 15% | -15% | -13% | -14% | 5% | -7%
